# CXCR6 inh – CXCR6 (human) receptor inhibition; O00574; CHO-K1 PathHunter CXCR6 beta-arrestin, luminescence; inhibition, % at 20 µM; 360,000 tested, 0.36% active; in the data active means inhibition above about 34%, passing the limit was not always enough;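 further: antagonist mode with CXCL16 agonist at 10 nM final; 0% = 10 nM CXCL16 with DMSO and 100% = unstimulated wells without agonist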
# Target sequence (O00574 whole entry, looked up): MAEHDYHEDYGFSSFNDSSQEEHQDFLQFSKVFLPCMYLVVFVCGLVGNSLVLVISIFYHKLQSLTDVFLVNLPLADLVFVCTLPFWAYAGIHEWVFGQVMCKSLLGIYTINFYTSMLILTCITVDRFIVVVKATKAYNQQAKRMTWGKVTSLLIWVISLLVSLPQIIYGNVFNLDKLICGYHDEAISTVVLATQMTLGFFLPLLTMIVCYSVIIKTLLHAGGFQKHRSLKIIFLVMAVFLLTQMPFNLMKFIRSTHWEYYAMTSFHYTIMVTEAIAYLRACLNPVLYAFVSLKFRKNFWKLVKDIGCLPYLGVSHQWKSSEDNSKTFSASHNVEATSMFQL
# 697 NFkB inh – lowers PMA/ionomycin-induced NF-kB signal in 697 B cells; 697 B-cell NF-kB luciferase reporter, 16 h; 330,000 tested, 0.33% active; inhibition, % at 4 µM; in the data active means inhibition above about 35%
# CHOP UPR activ – activators of apoptotic arm of unfolded protein response (CHOP); activation, % at 10 µM; 330,000 tested, 0.34% active; CHO-CHOP luciferase reporter, UPR activation, luminescence; percent of tunicamycin response over DMSO baseline;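 active means at 10 µM dose, activation of 40% or more, normalized to positive control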;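 further: 100% = tunicamycin at 10 µg/mL and 0% = DMSO alone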
#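 System: CHO CHOP reporter cells. Amount: 500 cells per well. Buffer or medium: F12 medium, 10% FBS. Compound dosing: one dose, 10 µM in 0.5% DMSO. Incubation: 6 h compound exposure at 37 °C after overnight seeding. Technique: Steady-Glo luciferase luminescence. Benchmarks: tunicamycin and DMSO controls.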
# Gli-Sufu block – Gli-Sufu pathway antagonism; Sufu-KO-LIGHT fibroblasts, Gli luciferase reporter luminescence; 340,000 tested, 0.74% active; AID 588413; inhibition, % at 5 µM;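 active means inhibition above about 55%, limit read from the data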;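 further: 0% = DMSO-treated cells and 100% = wells with medium but no cells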
# CCR6 antag – antagonists of human CCR6 receptor | P51684 | CHO-K1 CCR6 PathHunter beta-arrestin, luminescence, CCL20-stimulated | inhibition, % at 20 µM | 340,000 tested, 0.49% active;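 active means compounds whose inhibition of the agonist-driven luminescence signal at 20 µM reaches about 50%, limit read from the data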;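 further: cells stimulated with CCL20 at 14 nM final; plate controls were DMSO with CCL20 for no effect and DMSO without agonist for full effect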
# XBP1 UPR activ – activators of adaptive arm of unfolded protein response (XBP1); CHO-XBP1 luciferase reporter, IRE1-XBP1 UPR activation, luminescence; percent of tunicamycin response, DMSO as zero; 330,000 tested, 0.33% active; activation, % at 20 µM;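 active means versus positive control, 20 µM dose yields 30% or more activation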;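 further: 100% = tunicamycin at 10 µg/mL and 0% = DMSO only wells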
#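 Test system: CHO-XBP1 luciferase reporter cells | Buffer or medium: Serum-containing F12 medium, 10% FBS | Schedule: 6 h compound exposure at 37 °C, 5% CO2 | Detection: Steady-Glo luciferase glow luminescence, 10 min after reagent addition | Read-out basis: Activation, % of tunicamycin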
# Jurkat NFkB inh – lowers PMA/ionomycin-induced NF-kB signal in Jurkat cells; inhibition, % at 4 µM; AID 435003; 330,000 tested, 0.53% active; PMA/ionomycin-induced NF-kB luciferase reporter, luminescence; in the data active means inhibition above about 50%
# EBI2 block – EBI2 (human) antagonism; EBI2 beta-arrestin recruitment, luminescence, 7a,25-OHC stimulated; inhibition, % at 5 µM; 360,000 tested, 0.81% active; in the data active means inhibition above about 38%;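 further: enzyme fragment complementation signal reports receptor beta-arrestin coupling in cells; 0% = agonist plus DMSO wells and 100% = wells without agonist; some results beyond the cut were filed as inactive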
# Target sequence (P32249 whole entry, looked up, the tested form may be a part): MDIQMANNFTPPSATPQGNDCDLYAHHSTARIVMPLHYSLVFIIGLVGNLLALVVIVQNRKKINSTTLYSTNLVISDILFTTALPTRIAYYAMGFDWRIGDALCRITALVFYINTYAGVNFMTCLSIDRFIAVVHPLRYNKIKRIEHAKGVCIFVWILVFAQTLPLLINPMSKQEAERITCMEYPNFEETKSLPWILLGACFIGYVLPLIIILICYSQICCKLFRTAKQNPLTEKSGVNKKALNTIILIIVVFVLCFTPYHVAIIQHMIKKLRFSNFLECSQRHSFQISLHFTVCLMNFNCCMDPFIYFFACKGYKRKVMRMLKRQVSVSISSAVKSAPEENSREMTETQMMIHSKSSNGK
# Mdm2 MdmX PPI – disrupts the human Mdm2-MdmX interaction; O15151+Q00987; SaOS-2 split-luciferase Mdm2/MdmX complementation, luminescence; inhibition, % at 8 µM; 330,000 tested, 3% active;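 active means inhibition of at least 50% at 8 µM in the primary screen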
# Starred values were filed as active, the others as inactive; / = no result given.
1	CCCN1CC(C)C(OC(C)=O)(c2ccccc2)CC1C (stereo not drawn)
2	C[C@@]1([C@@H](NP(=O)(c2ccccc2)c2ccccc2)c2ccccc2)C[C@H]1CCO
3	COc1ccc(CCn2c(O)c(C=Nc3ccc(F)cc3)c(=O)[nH]c2=O)cc1OC
4	C[C@]12CCC3C(CC[C@H]4C[C@@H](O)CC[C@]34C)C1C[C@@H](Br)[C@@H]2O (stereo partly drawn)
5	N=C1c2ccccc2CN1c1ncccn1
6	COC(=O)C1=C(c2cccc(OC)c2OC)C[C@@H]2CC[C@H]1N2C(=O)N1CCC(C)CC1
7	CC(=NCCN1CCCCC1)c1c(O)n(Cc2ccccc2)c(=O)[nH]c1=O
8	Cc1ccc(N2C(=O)NC(=O)/C(=C\c3ccoc3)C2=O)cc1
9	O=C1NCN(c2ccccc2)C12CCNCC2
10	NCCc1ccc(O)cc1

compound no.	1	2	3	4	5	6	7	8	9	10
CXCR6 inh	2.5	-5.4	-14.9	/	-9.1	-3.8	2.6	16.0	-7.9	4.9
697 NFkB inh	16.3	17.6	-28.5	-2.1	-6.9	4.2	-2.1	11.3	13.0	3.2
CHOP UPR activ	-0.1	2.7	2.4	0.4	0.0	1.3	-0.9	-0.5	1.4	-1.1
Gli-Sufu block	-10.9	2.0	4.8	-38.1	0.0	8.2	7.9	2.3	0.8	-14.0
CCR6 antag	-16.8	2.3	6.7	8.3	4.1	7.2	9.8	14.0	-7.1	16.4
XBP1 UPR activ	-0.8	-1.3	2.4	-0.1	2.2	-1.3	-0.4	-2.8	-0.4	-6.7
Jurkat NFkB inh	2.5	2.8	6.2	-5.4	-24.0	7.0	-2.6	-2.4	5.2	-4.9
EBI2 block	-8.2	-8.1	15.7	/	-1.4	-1.1	-1.7	4.8	-13.2	-1.7
Mdm2 MdmX PPI	-2.2	-16.5	26.7	4.4	-2.1	18.0	1.1	14.3	-11.7	3.9

# Look-ups from above:
# Result for Cc1ccc(N2C(=O)NC(=O)/C(=C\c3ccoc3)C2=O)cc1 under Jurkat NFkB inh: -2.4
# Result for NCCc1ccc(O)cc1 under Mdm2 MdmX PPI: 3.9

# Further records follow.
11	Cc1ccc(-n2c(C)nc3ccccc3c2=O)cc1C
12	COc1ccc2[nH]c(C)c(CCNCc3cccnc3)c2c1
13	COc1cc2c(C(=O)O)c(C)n(C)c2cc1Br
14	COCCNC(=O)Cn1cc(C(=O)c2ccccc2F)c2ccccc21
15	O=C1NC2C(=CC(O)C(O)C2O)c2cc3c(c(O)c21)OCO3 (stereo not drawn)
16	Fc1ccccc1CNCCc1c[nH]c2ccccc12
17	CC1(C)CN=C(Nc2ccc(F)c(Cl)c2)S1
18	COc1ccc(N2C(=O)/C(=C/c3ccc(C)o3)C(=O)NC2=S)cc1
19	CC(=NCc1cccnc1)c1c(O)n(-c2ccc(Cl)cc2)c(=O)[nH]c1=O
20	Cc1ccc2c(c1)C1CN(C)CCC1N2C(=O)/C=C/c1ccc2c(c1)OCO2 (stereo not drawn)

compound no.	11	12	13	14	15	16	17	18	19	20
CXCR6 inh	4.9	-5.1	-1.2	-5.8	3.3	-5.2	10.1	6.6	3.7	10.5
697 NFkB inh	6.8	7.6	20.2	19.7	/	3.8	7.4	-2.7	9.5	-3.3
CHOP UPR activ	-0.7	0.4	-0.1	0.1	/	1.1	2.1	433.1*	-1.1	-0.1
Gli-Sufu block	-3.8	2.4	-9.5	8.3	84.0*	-13.0	0.7	-2.6	9.2	26.1
CCR6 antag	-6.4	1.8	-1.0	7.6	4.3	6.2	6.4	25.1	16.0	5.5
XBP1 UPR activ	1.6	-2.1	-0.4	-1.0	/	-1.2	2.3	-1.0	2.0	3.0
Jurkat NFkB inh	15.2	-2.2	9.3	5.3	/	-5.5	-7.7	-5.5	6.0	-19.7
EBI2 block	-2.8	-2.2	-0.8	3.4	6.3	0.5	-0.4	-0.3	-28.9	10.1
Mdm2 MdmX PPI	14.9	-11.5	18.4	2.2	/	-4.8	-22.5	6.0	6.8	1.8

# Gathered by group: the entries above with four or more nitrogen atoms (three)
5	N=C1c2ccccc2CN1c1ncccn1
7	CC(=NCCN1CCCCC1)c1c(O)n(Cc2ccccc2)c(=O)[nH]c1=O
19	CC(=NCc1cccnc1)c1c(O)n(-c2ccc(Cl)cc2)c(=O)[nH]c1=O

compound no.	5	7	19
CXCR6 inh	-9.1	2.6	3.7
697 NFkB inh	-6.9	-2.1	9.5
CHOP UPR activ	0.0	-0.9	-1.1
Gli-Sufu block	0.0	7.9	9.2
CCR6 antag	4.1	9.8	16.0
XBP1 UPR activ	2.2	-0.4	2.0
Jurkat NFkB inh	-24.0	-2.6	6.0
EBI2 block	-1.4	-1.7	-28.9
Mdm2 MdmX PPI	-2.1	1.1	6.8

# Further entries.
21	Cc1cc(C=C2C(=O)NC(=O)NC2=O)c(C)n1-c1ccncc1
22	C=CCn1c(O)c(C(CC)=Nc2cccc(C(F)(F)F)c2)c(=O)[nH]c1=O
23	CC1([N+](=O)[O-])COP(=O)(NC2CC2)OC1 (stereo not drawn)
24	Cc1nc2ccsc2c(=O)n1-c1ccccc1Cl
25	O=c1c2ccccc2nc(-c2ccccc2Cl)n1-c1cccc(O)c1
26	COc1cccc2cc(-c3cc(=O)oc4ccc(OC(=O)N(C)C)cc34)oc12
27	Cc1cccc(OP(N)(=O)Oc2cccc(C)c2C)c1C
28	Cc1cc(C)cc(N2C(=O)NC(=O)/C(=C\c3cccn3-c3ccccc3)C2=O)c1
29	CCOc1cc(C=C2C(=O)NC(=O)NC2=O)ccc1OCC(=O)N1CCOCC1

compound no.	21	22	23	24	25	26	27	28	29
CXCR6 inh	-4.3	-2.9	1.4	-5.5	2.1	6.9	4.4	7.7	-1.9
697 NFkB inh	15.0	8.3	/	-41.7	-17.0	5.5	3.3	53.3*	11.1
CHOP UPR activ	2.3	0.5	/	0.0	1.7	3.7	-2.0	188.6*	3.1
Gli-Sufu block	-1.7	0.6	3.5	1.2	1.9	8.3	-1.9	0.2	0.5
CCR6 antag	-2.2	16.6	8.2	9.2	0.4	21.6	4.1	37.2	13.1
XBP1 UPR activ	-1.2	-3.8	/	-2.2	-3.7	2.5	1.2	-4.0	-1.9
Jurkat NFkB inh	0.8	-2.8	/	-1.9	-7.8	15.3	-3.8	10.2	-16.8
EBI2 block	2.7	14.3	-5.0	-8.5	-1.6	0.3	-0.7	2.6	-14.8
Mdm2 MdmX PPI	25.4	10.7	/	1.5	5.0	18.0	-8.3	17.7	4.3

# Screening data from PubChem.

# Some of the compounds tested (hit frequency here may not be typical).
